# Screening results: PubChem BioAssay, Broad Institute
# GSIS activator: GLuc luminescence reporter in INS-1E cells, primary screen for activators of glucose-dependent secretion of insulin. INS-1E GLuc reporter insulin secretion, 2-3 h. 0.61% of 370,000 active. activation, % at 16.6 µM;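 active means lowest replicate activation of at least 40%, so every replicate reaches that level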;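 further: 0% = median of neutral control wells and 100% = median of IBMX positive control wells; some compounds called inactive have numbers as strong as hits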
# CFTR F508del cor: correctors of CFTR F508del function in bronchial epithelial cells; CFBE cells, YFP halide quenching; stimulated with forskolin plus potentiator P3; % fluorescence drop versus neutral controls; activity (quench increase), % at 7.58 µM; 0.36% of 350,000 active; AID 720511;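 active means mean added fluorescence quench of at least 8% versus neutral control, with both replicates also reaching 8%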;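 further: cells transiently co-express mutant CFTR-F508del with the halide-sensitive YFP; corrector assay measuring rescue of mutant channel to the surface after 24 h compound exposure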
# ARNT-TACC3 inh: disruptors of human ARNT/TACC3 interaction. AlphaScreen His-ARNT PAS-B/GST-TACC3 binding, luminescence; TACC3 fragment carries E629A point mutation. 0.66% of 390,000 active. inhibition, % at 9.99 µM. AID 623870;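 active means mean inhibition of replicates at least 50% and at least half of replicates each reaching 50%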;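 further: 0% = complete ARNT plus TACC3 wells and 100% = ARNT alone without TACC3; many hits fall short of the cut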
# RAD52 anneal inh: RAD52 (human) annealing inhibition. P43351. recombinant RAD52 DNA annealing, FRET fluorescence. inhibition, % at 18.7 µM. 0.46% of 360,000 active;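 active means every replicate showing at least 50% inhibition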
# Target sequence (P43351 whole entry, looked up): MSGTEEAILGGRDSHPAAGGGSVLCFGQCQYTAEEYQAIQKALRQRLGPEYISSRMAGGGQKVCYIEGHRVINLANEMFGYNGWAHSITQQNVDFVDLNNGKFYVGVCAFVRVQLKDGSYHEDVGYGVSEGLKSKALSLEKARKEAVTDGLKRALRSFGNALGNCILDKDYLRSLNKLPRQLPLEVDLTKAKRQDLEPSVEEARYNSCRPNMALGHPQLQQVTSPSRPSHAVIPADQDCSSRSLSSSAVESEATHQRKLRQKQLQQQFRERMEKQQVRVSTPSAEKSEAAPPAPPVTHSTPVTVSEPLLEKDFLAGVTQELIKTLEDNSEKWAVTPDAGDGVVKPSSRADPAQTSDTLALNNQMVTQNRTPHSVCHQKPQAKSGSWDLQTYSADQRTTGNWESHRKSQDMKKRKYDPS
# RAD54 branch: blocks human RAD54 Holliday junction branch migration. FAM/BHQ fluorescence. Q92698. 0.14% of 360,000 active. inhibition, % at 10.4 µM;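 active means mean normalized replicate activity at least 40 and at least half of replicates scoring 40 or more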;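 further: 0% = median of neutral control wells and 100% = median of positive control wells; inhibitors cause a drop in the FAM fluorescence signal; in these data hits start at about 50%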
# XiGFP reactiv: activators of X-chromosome reactivation in mouse fibroblasts. XiGFP mouse fibroblasts, % GFP-positive cells imaging, 3 d; cells co-treated with 5-aza-dC sensitizer; scaled so ellipticine positive control = 100%. activation, % at 7.58 µM. 0.055% of 360,000 active;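 active means mean normalized replicate activation at least 10% and every replicate at or above 10%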;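 further: 0% = median of on-plate neutral control wells and 100% = ellipticine 6 µM median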
#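 System: SV40-immortalized XiGFP fibroblast cells, line 68-5-11 / Incubation: 3-day compound exposure, then 15 min fixation at room temperature / Compound: single concentration per compound, delivered by pin transfer / Buffer or medium: DMEM plus 5-aza-dC sensitizer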
# esBAF inh: inhibitors of esBAF chromatin remodeling in mouse ES cells; AID 602393; Bmi1-luciferase knock-in reporter, 24 h; 100% = twice the neutral-well signal; reporter increase, % at 12.5 µM; 2% of 350,000 active; in the data active means activation above about 40%;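 further: 0% = median of the plate's neutral control wells and 100% = double that signal; a rise in the Bmi1 reporter signal indicates esBAF inhibition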
# ERAP1 HTS inh: ERAP1 (human) enzyme inhibition. 0.15% of 340,000 active. recombinant ERAP1, Leu-AMC fluorescence, 60 min. inhibition, % at 10.7 µM. AID 652197. Q9NZ08;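 active means mean replicate inhibition of at least 30%, or all replicates individually reaching that 30% level; inactive means mean below 30% and not every replicate reaching it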;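 further: 0% = neutral control wells and 100% = L-leucinethiol positive control wells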
# An asterisk follows results filed as active; x = no result given; & = joins results of further samples.
# Every second line gives: ERAP1 HTS inh	RAD54 branch	CFTR F508del cor	GSIS activator	ARNT-TACC3 inh	esBAF inh	XiGFP reactiv	RAD52 anneal inh
(1) COc1ccccc1-c1nc(S(=O)(=O)c2ccccc2)c(N2CCOCC2)o1
    3	-3	-1.6	-13	-10	-2	0.0	-5
(2) Cc1c(Cl)cccc1NC(=O)Nc1cc(C(C)(C)C)nn1C
    -2	3	0.8	-12	-7	x	-0.1	-2
(3) Cc1ccc(NC(=O)CSc2nnc(Cc3ccccc3)o2)c(C)c1
    1	x	3.2	-9	x	x	0.0	-7
(4) CCCOc1ccccc1C1NC(=O)NC(C)=C1C(=O)OCCOC(C)C (stereo not given)
    2	-5	2.6	-2	1	-4	x	7
(5) CSc1ccc(Cl)c(C(=O)NCCOc2cc(C)ccc2C(C)C)c1
    -2	-8	1.1	-33	-8	-10	x	-2
(6) C[C@H](CO)N1C[C@H](C)[C@@H](CN(C)C)Oc2cc(C#CC3CCCCC3)ccc2S1(=O)=O
    -5	2	1.6	-18	10	-3	-0.1	40
(7) COc1ccc(NC(=O)c2nn(C)c3c2CS(=O)(=O)c2ccccc2-3)cc1
    2	-18	0.1	1	-4	3	0.0	-8
(8) COc1ccc(N/C=C/C(=O)C(F)(F)F)cc1
    x	-1	x	9	-2	x	0.1	x
(9) C[C@@H]1CN([C@@H](C)CO)C(=O)CCCn2nncc2CO[C@H]1CN(C)Cc1cccnc1
    1&1	-1&3&13	-0.8&-0.6&-4.2	1&-6	6&-3	0&-3&2	0.1&0.1	-11&-3&-3
(10) COc1ccccc1-c1cnc2c(c1)C(=O)N([C@@H](C)CO)C[C@@H](C)[C@@H](CN(C)C(=O)CN(C)C)O2
    -1	3	-1.5	2	-4	0	0.1	4
(11) COC(=O)c1cc(NC(=O)C2(S(=O)(=O)c3ccc(Cl)cc3)CC2)cc(C(=O)OC)c1
    0	2	1.6	13	3	-10	0.0	-22
(12) O=C(O)c1ccc(COc2ccc3ccccc3c2)o1
    x	-3	2.4	-6	-7	x	-0.1	-8
(13) O=C(COC(=O)C1(c2ccc(Cl)cc2)CCCC1)NCc1ccco1
    3	-5	-0.5	-31	-9	-3	0.0	-10
(14) CO[C@@H]1CN(C)C(=O)c2ccc(NC(=O)c3cccc(F)c3)cc2OC[C@H](C)N(C)C[C@@H]1C
    x	x	-3.0	11	x	3	0.4	x
(15) Cc1cccc(C)c1-n1nnnc1C(c1ccnc2ccccc12)N1CCN(c2ccccc2F)CC1 (stereo not given)
    -2	x	2.3	-8	x	x	0.0	3
(16) CC(=O)C1=C(c2ccccc2)NC(=O)NC1c1ccccc1 (stereo not given)
    4	-2	1.9	6	-1	-4	0.1	-10
(17) COc1ccc(NC(=O)Nc2ccc3c(c2)C(=O)N([C@@H](C)CO)C[C@H](C)[C@H](CN(C)C(=O)Nc2ccc(C(F)(F)F)cc2)OCCCC[C@H](C)O3)cc1
    -5	1	5.0	8	36	-8	-0.5	-12
(18) C[C@H](CO)N1C[C@H](C)[C@H](CN(C)C(=O)CCCN(C)C)OCCCC[C@H](C)Oc2ccc(NC(=O)C3CCCCC3)cc2C1=O
    -1	6	-0.3	5	16	-3	-1.2	5
(19) CN(C)c1ccc(NC(=O)CN2CCC(C(=O)c3ccc(F)cc3)CC2)cc1
    -4	2	-3.6	x	2	6	x	-13
(20) Cc1ccc(S(=O)(=O)c2nc(C)oc2N2CCOCC2)cc1
    0	10	0.6	4	-6	10	0.0	-24

# Next section
# Every second line gives: ERAP1 HTS inh	RAD54 branch	CFTR F508del cor	GSIS activator	ARNT-TACC3 inh	esBAF inh	XiGFP reactiv	RAD52 anneal inh
(21) COc1ccc(CC(=O)N2CCC(CCC(=O)Nc3ccccc3)CC2)cc1
    0	0	-4.2	-7	7	1	0.1	-12
(22) O=C(Cc1cccs1)Nc1nnc(SCc2ccc(C(F)(F)F)cc2)s1
    0	2	x	x	-17	x	0.1	-35
(23) COc1cc(/C=C/C(=O)N(Cc2ccccc2)c2ccccn2)cc(OC)c1OC
    10	x	x	-9	3	x	-0.1	-18
(24) COc1ccccc1Oc1ccc(S(=O)(=O)N2CCCCC2)cc1NC(=O)CCNC(C)=O
    5	-8	-0.1	-3	-2	1	0.0	-20
(25) CCCNC(=O)C[C@H]1CC[C@@H]2[C@H](COC[C@@H](O)CN2C(=O)CC)O1
    -3	0	-2.2	15	22	4	-0.1	-23
(26) Cc1[nH]c2ccccc2c1-c1csc(NC(=O)CN2CCOCC2)n1
    2	-5	0.2	-9	-2	-1	1.2	-2
(27) O=C(NC12CC3CC(CC(C3)C1)C2)c1ccc(-c2ccc(Cl)cc2)o1
    0	x	-2.1	-2	-9	x	-0.1	-10
(28) Cc1ccccc1Cc1n[nH]c(=S)n1N
    x	-1	x	21	-3	x	0.5	x
(29) Cc1ccc(-n2[nH]c(C)c(/C=N/c3ccccn3)c2=O)cc1
    -1	8	x	1	-1	31	x	-13
(30) O=C(N/N=C/c1ccc(Cl)cc1)c1nc2ccc([N+](=O)[O-])cc2c(=O)[nH]1
    6	x	x	-1	x	x	-0.1	-27
(31) CN(Cc1cccs1)C(=O)Cn1cnc2cc([N+](=O)[O-])ccc2c1=O
    2	x	1.1	6	-10	x	-0.3	-18
(32) N=C1S/C(=C\c2ccccc2F)C(=O)N1c1ccc(F)cc1
    0	x	-2.6	-1	9	9	0.0	-14
(33) CCCC(=O)Nc1ccc2c(c1)C(=O)N(C)C[C@H](OC)[C@@H](C)CN[C@@H](C)CO2
    -1	-7	x	1	-2	0	0.5	1
(34) CCn1cc(C(=O)O)c(=O)c2cnc(N3CCN(C(=S)Nc4ccccc4Cl)CC3)nc21
    x	2	0.5	3	-3	36	0.1	-8
(35) Cc1ccc(C(=O)NCCCN2CCOCC2)c(C)c1
    -1	-1	0.7	-6	-1	-6	0.3	-4
(36) O=c1c2cccc(Cl)c2nc2n1Cc1ccccc1-2
    0	2	-3.7	-3	-10	x	0.4	-7
(37) OC(CNCCc1ccc(Cl)cc1Cl)COc1ccccc1 (stereo not given)
    2	-3	1.6	-23	-3	2	0.2	-5
(38) COc1cc(C(=O)OCC(=O)c2c[nH]c3ccccc23)ccc1OCC(=O)N1CCOCC1
    x	-4	x	8	16	9	x	x
(39) CC(=O)Nc1ccc(S(=O)(=O)N(C)CC(=O)N2CCN(C(=O)c3ccco3)CC2)cc1
    -3	0	-0.3	0	-9	-5	0.3	1
(40) C[C@H]1NC(=O)[C@@]2(C)[C@@H](c3ccccc3)[C@H]3COc4ccccc4[C@H]3N2C1=O
    0	-1	-1.1	x	x	-9	0.1	-8

# By substructure: the compounds so far with an aryl thioether with sulfur outside any ring
# Every second line gives: ERAP1 HTS inh	RAD54 branch	CFTR F508del cor	GSIS activator	ARNT-TACC3 inh	esBAF inh	XiGFP reactiv	RAD52 anneal inh
(3) Cc1ccc(NC(=O)CSc2nnc(Cc3ccccc3)o2)c(C)c1
    1	x	3.2	-9	x	x	0.0	-7
(5) CSc1ccc(Cl)c(C(=O)NCCOc2cc(C)ccc2C(C)C)c1
    -2	-8	1.1	-33	-8	-10	x	-2
(22) O=C(Cc1cccs1)Nc1nnc(SCc2ccc(C(F)(F)F)cc2)s1
    0	2	x	x	-17	x	0.1	-35

# Along the list, from the results shown.
# RAD52 anneal inh, entries 35–39, in order: -4, -7, -5, x, 1
# esBAF inh, entries 35–39, in order: -6, x, 2, 9, -5

# The listing picks up, starting 2 compounds before the break.
# Every second line gives: ERAP1 HTS inh	RAD54 branch	CFTR F508del cor	GSIS activator	ARNT-TACC3 inh	esBAF inh	XiGFP reactiv	RAD52 anneal inh
(39) CC(=O)Nc1ccc(S(=O)(=O)N(C)CC(=O)N2CCN(C(=O)c3ccco3)CC2)cc1
    -3	0	-0.3	0	-9	-5	0.3	1
(40) C[C@H]1NC(=O)[C@@]2(C)[C@@H](c3ccccc3)[C@H]3COc4ccccc4[C@H]3N2C1=O
    0	-1	-1.1	x	x	-9	0.1	-8
(41) COc1ccc(C(=O)Nc2ccc(CN3C(=O)[C@]4(O[C@H](CC(=O)N5Cc6ccccc6C[C@H]5CO)[C@@H]([Si](C)(C)c5ccc(OC)cc5)[C@@H]4C)c4ccccc43)cc2)cc1
    -4	0	0.2	x	-16	x	x	-14
(42) Cc1nn(CCCC(=O)NCCc2ccc(Cl)cc2)c(=O)c2nn(-c3ccccc3)c(C)c12
    0	1	4.6	14	5	7	0.0	-34
(43) C[C@]12CC[C@H](O)CC1=CCC1C2CC[C@@]2(C)C1CC[C@@H]2NCc1ccccc1 (stereo not given in full)
    -5	4	x	x	x	-5	0.0	4
(44) O=C(Nc1ccncc1)c1ccc(Cl)c(Cl)c1
    2	1	1.0	5	-4	9	0.2	-25
(45) C[C@H]1CN([C@@H](C)CO)C(=O)c2cc(NC(=O)C3CC3)ccc2O[C@@H]1CN(C)S(C)(=O)=O
    -4	-5	-0.8	29	-5	-1	-0.1	15
(46) C[C@@H]1CN([C@@H](C)CO)C(=O)Cc2cc(NS(=O)(=O)c3cn(C)cn3)ccc2O[C@@H]1CN(C)C(=O)Nc1ccccc1
    1&-1	4	-1.1&0.7	7&0	-2	10	-1.0&-0.3	-25&2
(47) COC(=O)c1cc(N=C(N)N=C(N)N)cc(C(=O)OC)c1
    -2	x	1.0	6	0	x	0.0	-2
(48) CN(C)NC(=O)c1cccc(Cl)c1
    2	-10	-0.8	9	x	x	0.0	-7
(49) Cc1ccc(S(=O)(=O)N(C)C)cc1NC(=O)CN1CCCC1
    -4	x	-1.8	9	4	-1	0.0	-15
(50) CCN(Cc1ccccc1)c1ccc(/C=N/NS(=O)(=O)c2ccc(C)c([N+](=O)[O-])c2)cc1
    -1	x	x	x	-6	x	-0.2	-63
(51) O=C(O)/C=C\c1ccccc1Oc1ccc(F)cc1
    -5	-9	-1.7	11	14	-2	0.0	-26
(52) C[C@H]1CN([C@@H](C)CO)C(=O)c2cc(NC(=O)Nc3cccc4ccccc34)ccc2O[C@H]1CN(C)C
    x	10	-3.6	-5	x	-2	-0.5	-3
(53) CCOC(=O)CCC(NC(=O)CCCCC(=O)NC(CCC(=O)OCC)C(=O)OCC)C(=O)OCC (stereo not given)
    -3	x	x	x	-1	x	-0.1	1
(54) CC1CC(C)(C)CC2(C1)NC(=O)N(CC(=O)N1CCN(Cc3ccc(C#N)cc3)CC1)C2=O (stereo not given)
    3	-6	-3.1	0	-1	-14	0.0	-8
(55) C[C@@H]1CCCCO[C@H](CN(C)CC2CCCCC2)[C@@H](C)CN([C@H](C)CO)C(=O)c2cc(NC(=O)CCCN(C)C)ccc2O1
    x	x	-1.7	25	x	-4	0.1	x
(56) C=CCNC(=S)NNC(=O)c1csc(C)c1C
    x	9	x	11	-19	x	0.4	x
(57) COc1ccc(CNC(=O)C[C@@H]2CC[C@H]3[C@@H](COc4ccc(NC(C)=O)cc4C(=O)N3C)O2)cc1
    0	-10	-1.5	25	-10	5	0.0	7
(58) Cc1cccc2sc(N(CCCN(C)C)C(=O)COc3ccc(Cl)cc3)nc12
    0	x	0.6	-27	9	-9	0.1	50*
(59) Cc1cc(NC(=O)c2cc(F)c(F)cc2Cl)no1
    -3	x	-1.3	9	-3	x	0.2	-16
(60) Cc1noc(C)c1NC(=O)Nc1cccc2c1O[C@@H](CN(C)Cc1ccccc1)[C@@H](C)CN([C@@H](C)CO)C2=O
    1	4	-0.1	-1	2	5	-1.1	-6
(61) Fc1ccc2c(c1)/C(=N/Nc1ccccn1)CCS2
    1	x	-2.0	3	-3	x	0.1	4
(62) CN(C)CCNC(=O)C(=O)NCC(c1ccc2c(c1)OCO2)N1CCN(c2ccc(F)cc2)CC1 (stereo not given)
    4	-16	0.9	-8	6	1	0.0	-4
